hgDAF-12 ag – hgDAF-12 agonism, primary luciferase screen; HEK293 GAL4-hgDAF12 UAS-luciferase reporter, agonist luminescence; normalized to butyrate control; 1.8% of 370,000 active; AID 687014; activation, % at 6.8 µM;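 active means activation above a cutoff set at the mean of all screened compounds plus 3 SD, cut at about 10% in these data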;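 further: 0% = DMSO wells and 100% = sodium butyrate wells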
DAX1 inh-1 – DAX1 (NR0B1) inhibition, primary screen; HEK293T StAR-luciferase reporter, SF-1/DAX-1 repression relief; inhibition, % at 6.8 µM; 1.1% of 370,000 active; AID 652010;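 active means inhibition above the mean over all tested compounds plus 3 SD, cut at about 3.6% in these data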;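 further: 0% = DAX-1 cells with DMSO and 100% = cells lacking DAX-1 with DMSO; higher inhibition means more luminescence from relief of DAX-1 repression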
DAX1 inh-2 – inhibits human nuclear receptor DAX1; P51843; HEK293 Gal4-DAX1 luciferase reporter, luminescence; inhibition, % at 6.75 µM; 0.99% of 340,000 active; AID 504766;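 active means inhibition above the mean over all tested compounds plus 3 SD, cut at about 4.2% in these data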;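 further: 0% = DAX1-transfected cells with DMSO and 100% = empty-vector control cells with DMSO; inhibition shows as a rise in luminescence from relieved DAX1 repression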
sPLA2-III inh – Blocks human group III sPLA2 activity; 0.56% of 370,000 active; Q9NZ20; QFRET BODIPY PC-A2 liposome hydrolysis, fluorescence; inhibition, % at 12.2 µM; AID 743126;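 active means inhibition above mean plus 3 SD of compounds lying within the high and low control bounds, cut at about 19% in these data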;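 further: 0% = median of test compound wells and 100% = no enzyme DMSO wells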
ADAM10 inh – inhibits human ADAM10. recombinant ADAM10, EDANS/DABCYL FRET peptide cleavage, 3 h. O14672. inhibition, % at 7 µM. 0.62% of 370,000 active;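 active means inhibition above a per-campaign cutoff equal to the mean of compounds falling between control-based bounds plus 3 SD, cut at about 20% in these data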;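 further: 0% = DMSO wells while the 100% control is not disclosed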
hcDAF-12 act – activators of H. contortus DAF-12 nuclear receptor; HEK293 hcDAF-12 lit1-tk-luc reporter, luminescence; 0% DMSO, 100% Δ7-dafachronic acid; activation, % at 6.8 µM; 1.4% of 370,000 active;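 active means activation above the mean of all tested compounds plus 3 SD, cut at about 5.5% in these data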;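 further: 100% = response to 3 µM Δ7-dafachronic acid high control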
SMARCA2 act – activators of SMARCA2 function | MG213 cells, MMTV-luciferase reporter, dexamethasone, overnight | activation, % at 9.1 µM | 1% of 370,000 active | AID 652017; in the data active means activation above about 7.8%;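 further: 0% = vehicle wells and 100% = reference activator wells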
NPR2 activator – GC-B (human) receptor activation; 0.11% of 370,000 active; activation, % at 10 µM; AID 1920062; HEK293-GC-B cells, CNP EC30, cGMP TR-FRET; 0% at EC30 CNP, 100% saturating CNP;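 active means activation at 10 µM reaching about 35% in either raw or pattern-adjusted values, limit read from the data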
NPR1 activator – GC-A (human) enzyme activation. P16066. HEK293 GC-A cells, cGMP TR-FRET, EC30 ANP; 0% at EC30 ANP, 100% saturating ANP. activation, % at 10 µM. 0.14% of 370,000 active. AID 1671463; in the data active means activation above about 40%
Target sequence (P16066 whole entry, looked up): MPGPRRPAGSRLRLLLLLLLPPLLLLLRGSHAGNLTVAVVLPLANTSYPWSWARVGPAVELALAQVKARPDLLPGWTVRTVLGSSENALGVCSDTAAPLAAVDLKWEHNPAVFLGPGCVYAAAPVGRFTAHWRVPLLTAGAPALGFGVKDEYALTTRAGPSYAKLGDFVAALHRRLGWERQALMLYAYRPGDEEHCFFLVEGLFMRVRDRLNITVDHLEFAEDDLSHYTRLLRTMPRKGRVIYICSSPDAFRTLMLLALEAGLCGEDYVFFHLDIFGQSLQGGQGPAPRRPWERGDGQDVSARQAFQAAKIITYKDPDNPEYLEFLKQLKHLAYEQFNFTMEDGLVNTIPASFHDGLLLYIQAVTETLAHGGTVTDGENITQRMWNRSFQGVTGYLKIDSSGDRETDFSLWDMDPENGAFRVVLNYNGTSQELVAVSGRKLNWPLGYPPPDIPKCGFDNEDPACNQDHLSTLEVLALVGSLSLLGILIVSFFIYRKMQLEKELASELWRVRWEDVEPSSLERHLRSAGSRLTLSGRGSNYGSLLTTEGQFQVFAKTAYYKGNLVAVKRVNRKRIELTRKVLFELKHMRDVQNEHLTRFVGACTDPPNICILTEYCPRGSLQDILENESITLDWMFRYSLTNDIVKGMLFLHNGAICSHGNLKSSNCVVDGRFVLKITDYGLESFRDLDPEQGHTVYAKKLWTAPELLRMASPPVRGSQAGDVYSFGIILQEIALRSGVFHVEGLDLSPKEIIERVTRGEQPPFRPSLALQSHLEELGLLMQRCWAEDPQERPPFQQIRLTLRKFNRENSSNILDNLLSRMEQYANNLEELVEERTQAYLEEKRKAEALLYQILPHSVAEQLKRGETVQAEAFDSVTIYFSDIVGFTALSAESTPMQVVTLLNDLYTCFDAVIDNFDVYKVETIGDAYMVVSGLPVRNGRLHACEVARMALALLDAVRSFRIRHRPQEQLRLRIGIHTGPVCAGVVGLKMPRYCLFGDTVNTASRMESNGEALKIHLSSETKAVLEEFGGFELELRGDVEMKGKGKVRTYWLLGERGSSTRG
FXN GAA850 act – increases GAA850 frataxin promoter reporter activity | activation, % at 6 µM | 0.56% of 360,000 active | HEK293 lucGAA850 FXN promoter luciferase reporter, 24 h; percent of 10 µM SAHA response;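 active means activation above the average of all compounds screened plus 3 SD, cutoff fixed separately per campaign, cut at about 7.5% in these data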;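 further: 0% = DMSO wells and 100% = 10 µM SAHA wells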
ssDAF12 agonist – S. stercoralis DAF-12 activation, primary screen | 1% of 370,000 active | activation, % at 6.8 µM | AID 652126 | HEK293 ssDAF-12/GRIP1 lit1-tk-luc reporter, luminescence; % of 3 µM dafachronic acid response;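 active means activation above the mean over all tested compounds plus 3 SD, cut at about 0.9% in these data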;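 further: 0% = DMSO-only wells and 100% = 3 µM delta7-dafachronic acid wells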
* marks the source's active call; other numbers are inactive results.

For CN(C)CCCN(C(=O)c1ccc2c(c1)CCCC2)c1nc2ccc(F)cc2s1 the results were hgDAF-12 ag 2.5, DAX1 inh-1 1.5, DAX1 inh-2 0.1, sPLA2-III inh -9, ADAM10 inh 3, hcDAF-12 act 0.9, SMARCA2 act -1, NPR2 activator -4, NPR1 activator -12, FXN GAA850 act -0.3 and ssDAF12 agonist -1.6.
Screening COc1cc2c(cc1/C=C1/NC(=O)N(c3ccccc3)C1=O)OCO2 returned hgDAF-12 ag 2.5, DAX1 inh-1 0.5, DAX1 inh-2 0.5, sPLA2-III inh 0, ADAM10 inh -2, hcDAF-12 act 2.3, SMARCA2 act 1, NPR2 activator -7, NPR1 activator 1, FXN GAA850 act 5.5 and ssDAF12 agonist -0.6.
O=C(NCCO)C1(c2ccc(Cl)cc2)CCCC1 was read as hgDAF-12 ag -1.3, DAX1 inh-1 -0.1, DAX1 inh-2 -0.2, sPLA2-III inh 0, ADAM10 inh -2, hcDAF-12 act -0.4, SMARCA2 act -2, NPR2 activator 1, NPR1 activator -2, FXN GAA850 act -2.3 and ssDAF12 agonist -1.0.
For COc1ccc2oc(-c3ccccc3)c(C(=O)N3CCOCC3)c2c1 the results were hgDAF-12 ag -2.5, DAX1 inh-1 0.1, DAX1 inh-2 0.1, sPLA2-III inh -4, ADAM10 inh -226, hcDAF-12 act -1.6, SMARCA2 act -1, NPR2 activator -4, NPR1 activator -5, FXN GAA850 act -0.9 and ssDAF12 agonist -1.5.
CCCCn1c(N)c(N(CCC(C)C)C(=O)C2CCN(C(=O)c3ccccc3C)CC2)c(=O)[nH]c1=O was read as hgDAF-12 ag 0.6, DAX1 inh-1 0.2, DAX1 inh-2 2.2, sPLA2-III inh 7, ADAM10 inh -14, hcDAF-12 act 0.5, SMARCA2 act -2, NPR2 activator -1, NPR1 activator -1, FXN GAA850 act 1.8 and ssDAF12 agonist -0.4.
Cc1cc(Nc2ccc(Br)cc2F)n2ncnc2n1 was read as hgDAF-12 ag 1.5, DAX1 inh-1 -0.1, DAX1 inh-2 0.6, sPLA2-III inh -3, ADAM10 inh -16, hcDAF-12 act -1.5, SMARCA2 act 0, NPR2 activator 1, NPR1 activator 4, FXN GAA850 act 0.6 and ssDAF12 agonist -0.9.
For CCOC(=O)c1cc(NC(=O)c2ccc(Cl)cc2)c(=O)n2c1oc1ccc(Cl)cc12 the results were hgDAF-12 ag 3.6, DAX1 inh-1 -0.2, DAX1 inh-2 -0.5, sPLA2-III inh -2, ADAM10 inh 10, hcDAF-12 act 9.3*, SMARCA2 act -3, NPR2 activator -5, NPR1 activator 2, FXN GAA850 act 3.9 and ssDAF12 agonist -0.7.
COc1cc(C)nc(N2CCCC(C(=O)Nc3cccc(Cl)c3C)C2)n1 (stereo unspecified) was read as hgDAF-12 ag -1.5, DAX1 inh-1 0.6, DAX1 inh-2 0.0, sPLA2-III inh 0, ADAM10 inh 1, hcDAF-12 act -0.8, SMARCA2 act -4, NPR2 activator -7, NPR1 activator -7, FXN GAA850 act -1.9 and ssDAF12 agonist -1.0.
C[C@H]1CN([C@@H](C)CO)C(=O)CCCn2cc(nn2)CO[C@@H]1CN(C)C(=O)c1ccccc1 was read as hgDAF-12 ag -0.2, DAX1 inh-1 0.6, sPLA2-III inh 4, ADAM10 inh -6, hcDAF-12 act -0.1, SMARCA2 act -1, NPR2 activator 0, NPR1 activator 2 and ssDAF12 agonist -0.7.
For O=C(COC(=O)Cn1cnc2ccccc21)NCCCc1ccccc1 the results were hgDAF-12 ag -0.8, DAX1 inh-1 -0.8, DAX1 inh-2 -0.5, sPLA2-III inh -1, ADAM10 inh 7, hcDAF-12 act 0.0, SMARCA2 act -4, NPR2 activator -2, NPR1 activator 2, FXN GAA850 act 0.9 and ssDAF12 agonist -1.4.
C[C@H]1[C@@H](OC(=O)NCc2cccc(Cl)c2)CC[C@@]23CCCN2C(=O)CCC[C@@H]13 was read as hgDAF-12 ag -0.4, sPLA2-III inh 5, ADAM10 inh -7, hcDAF-12 act -2.6, NPR2 activator -9, NPR1 activator -6 and ssDAF12 agonist -1.2.
For CCCCN(CC)CCNC(=O)c1ccc2c(Cl)c3c(nc2c1)CCC3 the results were hgDAF-12 ag -5.0, DAX1 inh-1 0.6, DAX1 inh-2 -2.2, sPLA2-III inh -13, ADAM10 inh -4, hcDAF-12 act -2.1, SMARCA2 act -3, NPR2 activator -2, NPR1 activator 3, FXN GAA850 act -4.4 and ssDAF12 agonist -2.0.
Cc1ccc(C(=O)Nc2sc(Cc3ccc4c(c3)OCO4)c(C)c2C(N)=O)cc1 was read as hgDAF-12 ag -0.9, DAX1 inh-1 1.0, DAX1 inh-2 -0.5, sPLA2-III inh -4, ADAM10 inh -6, hcDAF-12 act -0.5, SMARCA2 act -1, NPR2 activator 9, NPR1 activator 14, FXN GAA850 act 0.9 and ssDAF12 agonist -1.1.
`COc1cc2ccccc2cc1C(=O)N1CCOCC1` gave hgDAF-12 ag -0.3, DAX1 inh-1 -1.4, DAX1 inh-2 2.9, sPLA2-III inh 1, ADAM10 inh -18, hcDAF-12 act -1.1, SMARCA2 act 2, NPR2 activator 1, NPR1 activator 1, FXN GAA850 act 1.2 and ssDAF12 agonist -1.2.
For CC(C)[C@H](N[C@@H](C)c1ccccc1)c1c(O)ccc2ccccc12 the results were hgDAF-12 ag 0.1, DAX1 inh-1 0.1, DAX1 inh-2 0.6, sPLA2-III inh -10, ADAM10 inh -68, hcDAF-12 act 1.5, SMARCA2 act -2, NPR2 activator -14, NPR1 activator 2, FXN GAA850 act -1.1 and ssDAF12 agonist -0.6.
For COc1ccc(C(C)n2c(C)c3c(C)nnc(C)c3c2C)cc1 (stereo unspecified) the results were hgDAF-12 ag -2.9, DAX1 inh-1 -1.4, DAX1 inh-2 -0.3, sPLA2-III inh -4, ADAM10 inh -130, hcDAF-12 act -0.4, SMARCA2 act -4, NPR2 activator 4, NPR1 activator -1, FXN GAA850 act 0.6 and ssDAF12 agonist -1.8.
For Cc1ccc2nc(/C(C#N)=C\c3ccc(OC(=O)c4cccs4)cc3)[nH]c2c1 the results were hgDAF-12 ag 11*, DAX1 inh-1 1.2, DAX1 inh-2 1.8, sPLA2-III inh -4, ADAM10 inh -62, hcDAF-12 act 2.5, SMARCA2 act 3, NPR2 activator 1, NPR1 activator 7, FXN GAA850 act -4.2 and ssDAF12 agonist -0.5.
Screening Cc1cc2c(cc1C)-n1nnnc1C(N1CCN(c3ccccc3F)CC1)C(=O)N2 (stereo unspecified) returned hgDAF-12 ag -0.6, DAX1 inh-1 0.7, sPLA2-III inh -3, ADAM10 inh -8, hcDAF-12 act 0.9, SMARCA2 act -2, NPR2 activator -5, NPR1 activator -7 and ssDAF12 agonist -0.6.
For C=C1CCN([C@@H](Cc2ccccc2)C(=O)NCCCc2ccccc2)S(=O)(=O)c2ccccc21 the results were hgDAF-12 ag -2.3, DAX1 inh-1 -0.4, DAX1 inh-2 -0.1, sPLA2-III inh -6, ADAM10 inh 9, hcDAF-12 act -1.9, SMARCA2 act -1, NPR2 activator 1, NPR1 activator 1, FXN GAA850 act -1.7 and ssDAF12 agonist -0.8.
Screening COc1cc2cnc(-c3ccccc3)cc2cc1OC returned hgDAF-12 ag 4.9, DAX1 inh-1 -0.6, DAX1 inh-2 -0.5, sPLA2-III inh -6, ADAM10 inh -10, hcDAF-12 act 2.0, SMARCA2 act 8, NPR2 activator 2, NPR1 activator 7, FXN GAA850 act 6.0 and ssDAF12 agonist -0.6.
CCN(CC)c1ccc(C2C(C(=O)OCCOC)=C(C)NC3=C2C(=O)CC(C)(C)C3)cc1 (stereo unspecified) was read as hgDAF-12 ag -2.6, DAX1 inh-1 -0.4, DAX1 inh-2 0.6, sPLA2-III inh 16, ADAM10 inh -100, hcDAF-12 act -1.4, SMARCA2 act -1, NPR2 activator -7, NPR1 activator -3, FXN GAA850 act 1.3 and ssDAF12 agonist -0.9.
Screening CCCCn1nnnc1SCC(=O)N(CC)CC returned hgDAF-12 ag 0.9, DAX1 inh-1 -0.2, DAX1 inh-2 -1.2, sPLA2-III inh 2, ADAM10 inh 1, hcDAF-12 act -0.9, SMARCA2 act 1, NPR2 activator 8, NPR1 activator 1, FXN GAA850 act 0.3 and ssDAF12 agonist -1.1.
Screening COc1ccc(OCC(=O)Nc2ccc(C)c(S(=O)(=O)N(C)C)c2)cc1 returned hgDAF-12 ag -1.2, DAX1 inh-1 0.0, sPLA2-III inh 3, ADAM10 inh 2, hcDAF-12 act -1.2, SMARCA2 act -4, NPR2 activator 3, NPR1 activator -6, FXN GAA850 act -0.5 and ssDAF12 agonist -1.0.
CCOC(=O)c1ccc(NCc2ccncc2)cc1 was read as hgDAF-12 ag -2.0, DAX1 inh-1 -0.4, DAX1 inh-2 0.1, sPLA2-III inh 4, ADAM10 inh 3, hcDAF-12 act -0.5, SMARCA2 act -5, NPR2 activator 3, NPR1 activator 3, FXN GAA850 act 1.8 and ssDAF12 agonist -1.5.
C/C(N)=C(/C#N)C(=O)CSc1nnc(C)n1-c1ccccc1 was read as hgDAF-12 ag -1.7, DAX1 inh-1 0.4, DAX1 inh-2 -0.3, sPLA2-III inh 2, ADAM10 inh 11, hcDAF-12 act -0.2, SMARCA2 act -4, NPR2 activator -4, NPR1 activator -2, FXN GAA850 act 0.9 and ssDAF12 agonist -1.6.
Cc1c(F)cccc1NS(=O)(=O)c1ccc(N2CCCC2=O)cc1 was read as hgDAF-12 ag -0.1, DAX1 inh-1 -3.3, DAX1 inh-2 -0.1, sPLA2-III inh -4, ADAM10 inh 0, hcDAF-12 act 0.2, SMARCA2 act 4, NPR2 activator 3, NPR1 activator 2, FXN GAA850 act -0.3 and ssDAF12 agonist -1.3.
Screening CCN1CCN(C(=O)c2ccc3c(c2)c(C)c(C)n3Cc2ccccc2)CC1 returned hgDAF-12 ag 0.1, DAX1 inh-1 0.7, DAX1 inh-2 0.9, sPLA2-III inh -13, ADAM10 inh 4, hcDAF-12 act -1.0, SMARCA2 act -3, NPR2 activator 14, NPR1 activator 6, FXN GAA850 act 2.1 and ssDAF12 agonist -1.2.
Screening Fc1ccc(NC(=S)NC23CN4CN(CN(C4)C2)C3)cc1 returned hgDAF-12 ag 1.6, DAX1 inh-1 0.3, DAX1 inh-2 1.8, sPLA2-III inh 0, ADAM10 inh -3, hcDAF-12 act 2.4, SMARCA2 act 1, NPR2 activator -5, NPR1 activator 3, FXN GAA850 act -3.7 and ssDAF12 agonist -1.1.
`O=C(C1CCN(Cc2ccccc2)CC1)N1CCN(C/C=C/c2ccccc2)CC1` gave hgDAF-12 ag -0.2, DAX1 inh-1 0.1, DAX1 inh-2 -1.4, sPLA2-III inh -9, ADAM10 inh -1, hcDAF-12 act -2.1, SMARCA2 act 1, NPR2 activator 5, NPR1 activator 2, FXN GAA850 act 0.3 and ssDAF12 agonist -1.7.
For O=C(N/N=C1\C/C(=N\NC(=O)c2ccncc2)c2ccccc21)c1ccncc1 the results were hgDAF-12 ag 1.8, DAX1 inh-1 -0.3, DAX1 inh-2 0.0, sPLA2-III inh 3, ADAM10 inh -1, hcDAF-12 act 2.1, SMARCA2 act 2, NPR2 activator -3, NPR1 activator -9, FXN GAA850 act -0.2 and ssDAF12 agonist 0.3.

Bioassay records deposited in PubChem by several laboratories.

Outcome played no part in choosing rows; 6.6% or so of the library scored in one or more.
